High-throughput results deposited in PubChem BioAssay by NCI.
NCI-60 one-dose screen, 48 h, at 10 µM unless noted. Numbers give growth in % (100 = growth as untreated, 0 = no growth, -100 = all killed).
SF-539 – SF-539 CNS cancer. 6.8% of 81,000 active. AID 1794752
SW-620 – SW-620 colon cancer. 5.2% of 82,000 active. AID 1794795
HCT-116 – HCT-116 colon cancer; 7.3% of 82,000 active; AID 1794798
SF-295 – SF-295 CNS cancer cells | 5.6% of 79,000 active | AID 1794758
SNB-75 – SNB-75 CNS cancer; AID 1794750; 5% of 79,000 active
HCC-2998 – HCC-2998 colon cancer; 4.7% of 79,000 active; AID 1794799
SNB-19 – SNB-19 CNS cancer cells | 2.5% of 81,000 active
HCT-15 – HCT-15 colon cancer. 5.2% of 82,000 active. AID 1794746
KM12 – KM12 colon cancer cells; 5% of 82,000 active; AID 1794800
Starred values were filed as active, the others as inactive; · = not tested or not shown; [ ] = dose if it differs, or a comment. The calls were made as follows: active = growth percent below 10; inactive = the rest.

Values run as follows: SF-539, SW-620, HCT-116, SF-295, SNB-75, HCC-2998, SNB-19, HCT-15, KM12
1: NS(=O)(=O)c1ccc(NC(=O)N2CCN(c3ccccn3)CC2)cc1
  98, 112, 110, 96, ·, 116, 106, 105, 112
2: CO/N=C1\CCc2c(sc(NC(=O)c3cccc(C(F)(F)F)c3)c2C(N)=O)C1
  34, 43, 5.0*, 31, -58*, ·, 28, 65, 56
3: CC(=O)Oc1ccc(N(C(C)=O)c2nc(OC(C)=O)cs2)c(C)c1
  89, 89, 99, 72, 86, 98, 105, 100, 104
4: O=c1ccc(Cn2c(C(F)(F)F)cc3c(Cl)ncnc32)c[nH]1
  87, 33, 20, 98, 13, 40, 47, 0.1*, 105
5: CCN(C(=O)c1ccc(NC(=O)C2C3C=CC(C3)C2C(=O)O)cc1)c1ccccc1 (stereo not given)
  107, 105, 95, ·, 100, 98, 103, 99, 98
6: N#CC1C(=O)NC(=O)C(C#N)C12CCCC(C(F)(F)F)C2 (stereo not given)
  ·, 100, 108, 112, 89, 114, 101, 111, 106
7: CN1C(=O)N(C)C2NC(N/N=C/c3ccccc3O)=NC21 (stereo not given)
  96, 102, 105, 102, 67, 101, 92, 102, 104
8: Cc1ccc(C)c2c1sc1nc3n[nH]c(N)c3c(=N)n12
  101, 107, 101, 106, 88, 109, 99, 102, 104
9: C=CCSc1nnc(-c2ccc3nc(-c4ccc(OC)c(OC)c4)[nH]c3c2)o1
  108, 117, 108, 105, 133, 110, 108, 94, 101
10: NC(CCc1ccc2c(c1)OCO2)c1ccccc1 (stereo not given)
  98, 103, 102, 95, 80, 101, 100, 103, 101
11: O=C(c1nc2ccccc2[nH]1)C1[C@@H](c2ccc(Cl)cc2Cl)C2CC3CCCCC3N2[C@@]12C(=O)Nc1cc(Cl)ccc12 (stereo not given in full)
  60, 46, 30, 49, 40, 58, 57, 40, 52
12: COc1ccc(C2OCC(C)([N+](=O)[O-])CO2)cc1 (stereo not given)
  104, 108, ·, ·, 83, ·, 101, 101, 110
13: Cc1ccc(/C=C/C2=NN(c3ccc(Cl)cc3)C(c3ccc(C)o3)C2)o1 (stereo not given)
  94, 98, 88, 96, 78, 105, 109, 99, 102
14: COc1ccc(C(C)=O)cc1CO/N=C1\CSCc2ccccc21
  100, 100, 92, 81, 90, 98, 100, 92, 98
15: O=c1oc2c(Cl)cccc2cc1-c1cc2ccccc2[nH]1
  95, 104, 104, 111, 78, 109, 100, 105, 97
16: Cc1ccc(S(=O)(=O)N2C/C(=C\c3cc(F)cc(F)c3)C(=O)/C(=C/c3cc(F)cc(F)c3)C2)cc1
  -40*, -47*, -94*, ·, -42*, -83*, -62*, -32*, -31*
17: CC(=O)N1N=C(c2ccc(-n3ccc(C(F)(F)F)n3)c(C)c2)CC1c1ccc[nH]1 (stereo not given)
  98, 107, 102, 96, 104, 108, 97, 98, 96
18: CN1CCN(Cc2ccc(NC(=O)c3cncc(C#Cc4cnc(N)c5ccncc45)c3)cc2C(F)(F)F)CC1
  -21*, 3.3*, 8.9*, 21, ·, 33, 51, 11, 9.7*
19: O=C(CCCSc1nc(-c2ccccc2)cc(-c2ccc(Cl)cc2)n1)NO
  -27*, 17, 12, 4.5*, 5.5*, 13, 20, 18, 25
20: COc1cc2c(cc1OC)C1=NN(C(=O)Nc3ccc(F)cc3)C(c3ccccc3)C1C2 (stereo not given)
  97, 109, 95, 101, 109, 108, 102, 97, 99

Quoted from the listing:
Value of #13 in SNB-19: 109
Value of #17 in SNB-75: 104
Value of #11 in SF-539: 60
Value of #19 in SW-620: 17

Profiles, looked up by structure. Screens in order: SF-539 | SW-620 | HCT-116 | SF-295 | SNB-75 | HCC-2998 | SNB-19 | HCT-15 | KM12
Shown for C=CCSc1nnc(-c2ccc3nc(-c4ccc(OC)c(OC)c4)[nH]c3c2)o1 = 108 | 117 | 108 | 105 | 133 | 110 | 108 | 94 | 101
Shown for O=c1oc2c(Cl)cccc2cc1-c1cc2ccccc2[nH]1 = 95 | 104 | 104 | 111 | 78 | 109 | 100 | 105 | 97

Later entries.
Values run as follows: SF-539, SW-620, HCT-116, SF-295, SNB-75, HCC-2998, SNB-19, HCT-15, KM12
21: CCOC(=S)SCC(=O)c1cccc([N+](=O)[O-])c1
  83, 87, 81, 106, 77, 92, 83, 79, 93
22: CC(C)c1ccc(C(=O)OC(=O)c2ccc(C(C)C)cc2)cc1
  108, 114, 97, 99, 89, 102, 107, 95, 123
23: CCSc1nc(=S)cc(C)[nH]1
  107, 102, 104, 107, 100, ·, 104, 105, 109
24: Cn1nc(-c2ccc(Cl)cc2)nc2c(=O)n(C)c(=O)nc1-2
  -99*, -33*, -38*, -30*, -100*, -70*, -84*, -67*, -15*
25: Cc1nnc(-c2cc3c(ccc4ccccc43)oc2=O)c2cn(-c3ccc(Cl)cc3)nc12
  114, 99, 86, 96, 82, 97, 96, 87, 94
26: Nc1nc(CC(=O)NCc2ccccc2)nn1C(=O)c1ccc(Cl)cc1
  104, 114, 106, 106, 91, 102, 104, 107, 112
27: O=C1OCC2=C1C(c1ccncc1)c1cc3c(cc1N2CCO)OCO3 (stereo not given)
  101, 93, 107, 102, 96, 103, 100, 103, 98
28: Fc1ccc(CNc2nc(-c3cccnc3)nc3c2sc(=S)n3-c2ccc(F)cc2)cc1
  100, 96, 77, 96, 85, 103, 98, 84, 101
29: CCCCCCCCCCCCCCCCCC(=O)OCC1(COC(=O)CCCCCCCCCCCCCCCCC)COC(CCCCCCCCCCCCCCCCC)=N1
  104, 104, 94, 95, 99, 98, 105, 115, 104
30: CC/C(=N/NC(N)=O)c1ccccc1
  95, 105, 109, 90, 98, 103, 108, 91, 111
31: C#COc1cccc(Nc2c(C#N)cnc3ncc(NC(=O)CCl)cc23)c1
  -8.0*[6.25 µM], 9.6*[6.25 µM], -3.7*[6.25 µM], 42[6.25 µM], 54[6.25 µM], 32[6.25 µM], 11[6.25 µM], 23[6.25 µM], 31[6.25 µM]
32: CCCCC/C(=C\c1ccccc1)C1OCC(C)(C)CO1
  96, 109, 94, 96, 90, 93, 104, 105, 101
33: CCN(CC)c1ccc(/C=C2\Oc3ccc(O)c(I)c3C2=O)cc1
  58, 43, 34, 69, ·, 97, 50, 37, 43
34: C=C(C)[C@@H]1CC[C@]2(C(=O)O)CC[C@]3(C)[C@H](CC[C@@H]4[C@@]5(C)C/C(=C/c6cc(C(F)(F)F)cc(C(F)(F)F)c6)C(=O)C(C)(C)[C@@H]5CC[C@]43C)[C@@H]12
  87, 85, 64, 89, 90, 86, 88, 79, 83
35: CCOC(=O)Nc1c(C)n(C)n(-c2ccccc2)c1=O
  112, 115, 113, 108, 101, 102, 106, 98, 110
36: O=C(CCCCCCN1CC(=O)N2[C@@H](c3cccc4c3CCO4)c3[nH]c4ccccc4c3C[C@H]2C1=O)NO
  93, 100, 106, 97, 93, 106, 97, 100, 101
37: Nc1ccc(S(=O)(=O)NCCN(CCNS(=O)(=O)c2ccc(N)cc2)S(=O)(=O)c2ccc(N)cc2)cc1
  93, 98, 95, ·, 84, 106, 104, 99, 102
38: Cc1ccc(-c2nc(NS(=O)(=O)c3ccc(C)cc3)nc(Cl)c2C#N)cc1
  101, 112, 104, 105, 89, 131, 93, 93, 109
39: COc1ccc(-c2nn(-c3cccc(Cl)c3)cc2C=C2C(=O)NC(=O)NC2=O)cc1
  121, 102, 99, ·, 94, 101, 92, 104, 99
40: CN=c1scc(-c2ccccc2)n1NC(=O)Cn1nc(-c2ccccc2)ccc1=O
  99, 116, 101, 102, 106, 112, 91, 96, 107

Along the list, quoted from above:
KM12 for nos. 33–39, in order: 43, 83, 110, 101, 102, 109, 99
SF-539 for nos. 33–39, in order: 58, 87, 112, 93, 93, 101, 121

Following part:
Values run as follows: SF-539, SW-620, HCT-116, SF-295, SNB-75, HCC-2998, SNB-19, HCT-15, KM12
41: O=C1N(Cc2cccc(C(F)(F)F)c2)c2ccccc2S(=O)(=O)N1c1cccnc1Cl
  103, 110, 92, 105, 115, 124, 100, 101, 101
42: Nc1c(S(=O)(=O)O)[nH]c(=O)[nH]c1=O
  96, 103, 97, 95, 81, 108, ·, 73, 106
43: NC(=O)C1(C(N)=O)CCC1
  95, 106, 96, 92, 85, 102, 107, 96, 103
44: Fc1c(F)c(F)c(-c2nnc(CN3C=NC4C(N5CCOCC5)=NC=NC43)o2)c(F)c1F (stereo not given)
  98, 105, 101, 104, ·, 110, 102, 102, 105
45: COc1ccccc1CNCCCN1C(=O)c2ccc3c4c(ccc(c24)C1=O)C(=O)N(CCCNCCNCCCN)C3=O
  14, 8.1*, 1.0*, 51, 28, 15, 10, 90, 15
46: O=[N+]([O-])c1cnc(-c2ccc(F)cc2)n1CCO
  97, 100, 104, 108, 81, 106, 103, 87, 102
47: CS(=O)(=O)Nc1cccc(-c2cc(-c3ccccc3Cl)c(C#N)c(N)n2)c1
  -14*, 25, 22, 7.3*, -26*, -3.2*, 49, 30, 25
48: CC(C)Sc1nc(NCCc2c[nH]c3ccccc23)c(C#N)c(-c2ccc(F)cc2)n1
  40, 6.5*, 3.8*, 49, 73, 21, ·, 5.8*, 16
49: COc1cccc(C(=O)NC(c2ccc(C)cc2)c2cc(Cl)c3cccnc3c2O)c1 (stereo not given)
  2.0*, 14, 19, -0.3*, 29, 7.4*, 13, 28, 21
50: COc1cc2c(c(O)c1Br)C(=O)c1c(O)cc(C[C@H](C)O)cc1[C@H]2[C@H]1c2cc(C[C@H](C)O)cc(O)c2C(=O)c2c1cc(OC)c(Br)c2O
  -24*, 18, 10, -21*, -6.8*, 26, 18, 8.3*, 9.1*

In a second layout: results already given.
| item | Molecule | SF-539 | SW-620 | HCT-116 | SF-295 | SNB-75 | HCC-2998 | SNB-19 | HCT-15 | KM12 |
| --- | --- | --- | --- | --- | --- | --- | --- | --- | --- | --- |
| 46 | O=[N+]([O-])c1cnc(-c2ccc(F)cc2)n1CCO | 97 | 100 | 104 | 108 | 81 | 106 | 103 | 87 | 102 |
| 47 | CS(=O)(=O)Nc1cccc(-c2cc(-c3ccccc3Cl)c(C#N)c(N)n2)c1 | -14* | 25 | 22 | 7.3* | -26* | -3.2* | 49 | 30 | 25 |
| 48 | CC(C)Sc1nc(NCCc2c[nH]c3ccccc23)c(C#N)c(-c2ccc(F)cc2)n1 | 40 | 6.5* | 3.8* | 49 | 73 | 21 | · | 5.8* | 16 |

Next records follow.
Values run as follows: SF-539, SW-620, HCT-116, SF-295, SNB-75, HCC-2998, SNB-19, HCT-15, KM12
51: Nc1ccc2c(c1)Cc1cc(N)c(N)cc1-2
  109, 100, 96, 106, 96, 110, 96, 108, 94
52: O=C1c2ccccc2CCC12OC2c1cn(-c2ccccc2)nc1-c1ccc(Cl)cc1 (stereo not given)
  93, 96, 47, 72, 91, 108, 92, 41, 98
53: Cc1nc(Nc2ccc(Cl)cc2)c2cnn(-c3ccccc3)c2n1
  100, 98, 101, 97, 87, 105, 102, 95, 106
54: O=C1OC(Oc2ccccc2)(c2ccccc2)c2ccccc21 (stereo not given)
  100, 106, 102, 150, 97, 104, 115, 100, 93
